Bioassay records: PubChem, Broad Institute
RAD54 inh: inhibitors of human RAD54 branch migration, primary screen, biochemical, fluorescence, single point. DNA repair and recombination protein RAD54-like (Homo sapiens), Q92698. RAD54 Holliday junction branch migration, FAM/BHQ fluorescence. inhibition, % at 10.4 µM. 360,000 tested, 0.14% active. AID 602329, 2012;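 active = mean normalized replicate activity at least 40 and at least half of replicates scoring 40 or more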;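 also: 0% = median of neutral control wells and 100% = median of positive control wells; inhibitors cause a drop in the FAM fluorescence signal; in these data hits start at about 50%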
E-selectin induc: E-selectin induction in HUVECs, primary screen, imaging, HUVEC, immunofluorescence imaging, single point; P16581; normalized: neutral wells 0, TNF-alpha wells 100; activation, % at 7.58 µM; 260,000 tested, 0.37% active;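 active = mean E-selectin-positive cell signal at least 10% of the positive control, reached in at least 60% of replicates, without over 20% cell loss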;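 also: in these data hits start at about 27%; measured in HUVEC primary endothelial cells; signal is the percent of cells scored E-selectin positive by PE staining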
Target sequence (P16581 whole entry, looked up): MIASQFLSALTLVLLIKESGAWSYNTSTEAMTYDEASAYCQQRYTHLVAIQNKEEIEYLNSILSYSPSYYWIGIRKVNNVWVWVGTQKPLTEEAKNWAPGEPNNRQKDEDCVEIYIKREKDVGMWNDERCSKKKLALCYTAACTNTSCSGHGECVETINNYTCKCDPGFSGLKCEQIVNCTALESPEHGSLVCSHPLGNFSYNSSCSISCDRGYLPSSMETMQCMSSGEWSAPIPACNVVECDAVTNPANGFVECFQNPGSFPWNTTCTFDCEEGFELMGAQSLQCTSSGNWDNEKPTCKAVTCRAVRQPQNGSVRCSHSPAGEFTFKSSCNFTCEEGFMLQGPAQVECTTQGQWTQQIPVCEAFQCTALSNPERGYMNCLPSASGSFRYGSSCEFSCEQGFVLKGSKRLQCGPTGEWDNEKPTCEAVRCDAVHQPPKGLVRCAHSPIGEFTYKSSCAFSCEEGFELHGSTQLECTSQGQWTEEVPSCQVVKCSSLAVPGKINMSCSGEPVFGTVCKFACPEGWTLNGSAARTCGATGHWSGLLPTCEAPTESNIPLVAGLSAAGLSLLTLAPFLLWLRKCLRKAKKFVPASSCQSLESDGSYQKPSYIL
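assay system = HUVEC, human umbilical vein endothelial cells | input = 3,000 HUVEC seeded per well | medium = EGM-2 growth medium on 0.1% gelatin-coated wells | dosing = one compound dose added by pin transfer | signal = immunofluorescence imaging | read-out basis = % PE-positive cells | control set = TNF-alpha, DMSO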
Casp6 inh: human caspase-6 inhibitors, primary screen, biochemical, VEID-R110 fluorescence, single point, set 2 | purified caspase-6, Z-VEID-R110 cleavage fluorescence | inhibition, % at 12.5 µM | 350,000 tested, 0.53% active;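 active = mean inhibition across replicates at least about 35%, with every replicate also reaching that limit, limit read from the data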;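 also: 0% = median of neutral control wells and 100% = no fluorescence left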
Target sequence (P55212 24-179 limits assumed): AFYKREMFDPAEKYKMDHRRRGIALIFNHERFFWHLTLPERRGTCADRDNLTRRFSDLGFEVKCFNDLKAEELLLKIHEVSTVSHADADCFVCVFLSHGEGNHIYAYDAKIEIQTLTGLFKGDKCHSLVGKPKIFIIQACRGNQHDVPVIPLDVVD
Target sequence (P55212 194-293 limits assumed): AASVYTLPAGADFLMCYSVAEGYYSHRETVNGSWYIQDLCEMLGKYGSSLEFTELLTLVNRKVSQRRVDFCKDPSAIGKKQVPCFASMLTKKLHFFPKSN
ARNT-TACC3 inh: disruptors of ARNT/TACC3 protein interaction, primary screen, biochemical, AlphaScreen, single concentration | Transforming acidic coiled-coil-containing protein 3 (Homo sapiens), Q9Y6A5 | AlphaScreen His-ARNT PAS-B/GST-TACC3 binding, luminescence; TACC3 fragment carries E629A point mutation | inhibition, % at 9.99 µM | 390,000 tested, 0.66% active | AID 623870, 2012;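 active = mean inhibition of replicates at least 50% and at least half of replicates each reaching 50%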;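 also: 0% = complete ARNT plus TACC3 wells and 100% = ARNT alone without TACC3; many hits fall short of the cut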
PglD DTNB: C. jejuni PglD acetyltransferase inhibitors, primary screen, biochemical, DTNB colorimetric, single point. inhibition, % at 12.5 µM. purified PglD enzyme, DTNB colorimetric CoA detection. 360,000 tested, 0.098% active. UDP-N-acetylbacillosamine N-acetyltransferase PglD (Campylobacter jejuni); in the data active = inhibition above about 16%, passing the limit was not always enough; also: strong numbers were not always called active
RAD52 inh: RAD52 DNA annealing inhibitors, primary screen, biochemical, FRET, single point, set 2; inhibition, % at 18.7 µM; 360,000 tested, 0.46% active; DNA repair protein RAD52 homolog (Homo sapiens), P43351; recombinant RAD52 DNA annealing, FRET fluorescence;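 active = every replicate showing at least 50% inhibition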
esBAF inh: Bmi1 luciferase reporter increase in mESCs, primary screen, esBAF inhibitor project, mouse ES cells, Bmi1 luciferase knock-in, single point. 350,000 tested, 2% active. 24 h; 100% = twice the neutral-well signal. AID 602393, 2012. reporter increase, % at 12.5 µM; in the data active = activation above about 40%;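 also: 0% = median of the plate's neutral control wells and 100% = double that signal; a rise in the Bmi1 reporter signal indicates esBAF inhibition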
ERp5 inh: inhibitors of ERp5-driven insulin aggregation, primary screen, biochemical, turbidity, absorbance 650 nm, single point. Protein disulfide-isomerase A6 (Homo sapiens), Q15084. 90 min. inhibition, % at 9.99 µM. 350,000 tested, 0.05% active;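 active = mean replicate inhibition above about 25%, with every replicate also reaching it, limit read from the data, passing the limit was not always enough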
Starred values were filed as active, the others as inactive; . = not tested or not shown; & = joins results of further samples.

mol,RAD54 inh,E-selectin induc,Casp6 inh,ARNT-TACC3 inh,PglD DTNB,RAD52 inh,esBAF inh,ERp5 inh
COc1ccc(NC(=O)N(C)C[C@@H]2OCCCC[C@H](C)Oc3ccc(N(C)C)cc3C(=O)N([C@@H](C)CO)C[C@@H]2C)cc1,-3,-0.1,0,.,-1,29,0,1
Cc1ccc(N(CC(=O)NC2CCCCC2)C(=O)CCCC(=O)Nc2ccccn2)cc1,10,0.7,0,-5,0,-8,2,2
Cc1noc(C)c1NC(=O)N(C)C[C@@H]1Oc2ccc(NC(=O)NC3CCCCC3)cc2CC(=O)N([C@H](C)CO)C[C@H]1C,-9,0.5,1,8,9,-2,6,1
CCC(=O)N1CC2(CCN(C(=O)NC(C)C)CC2)c2c(n(C)c3cc(OC)ccc23)[C@@H]1CO,.,0.0,1,.,.,-2,.,1
COC(=O)c1cc(NC(=O)CC2Oc3ccccc3NC2=O)cc(C(=O)OC)c1 (stereo unspecified),-6,.,0,-6,-5,-12,6,2
COc1cc(/C=C/C(=O)OCC(=O)c2ccc[nH]2)cc(OC)c1OC,-5,-0.1,5,-5,0,-24,2,-4
COc1cccc2sc(N(CCCN(C)C)C(=O)CCS(=O)(=O)c3ccccc3)nc12,9,-0.3,-9,-2,-4,27,-1,0
COc1ccc(NC(=O)Nc2ccc3c(c2)CC(=O)N([C@H](C)CO)C[C@@H](C)[C@H](CN(C)S(=O)(=O)c2ccc(OC)cc2)O3)cc1,-1,0.5,-1,7,2,-10,-2,5
CCOC(=O)c1c(NC(=O)CSc2nc3c(c(=O)n(C)c(=O)n3C)n2C(C)C)sc(C)c1C,0,.,.,24,-7,.,-3,.
Cc1ccc(-c2ccc([C@H]3[C@@H](CO)N4CCCCN(C(=O)c5ccc(F)cc5)C[C@@H]34)cc2)cc1,-4,-0.3,-4,9,1,-17,1,1
C[C@H](CO)N1C[C@H](C)[C@@H](CN(C)S(=O)(=O)c2ccc(F)cc2)OCc2cn(nn2)CCCC1=O,0&4,-0.4,2&1,-1,0&0,-11&15,-6&-1,6&3
C#CCOCCOCCOCCNc1nc(N2CCN(C(=O)CCCCCCCCCCNC(=O)Cn3cc(C[C@@H](C)O)nn3)CC2)nc(N2CCN(C(=O)CCCCCCCCCCNC(=O)[C@H](CCCCN)n3cc(CCCC(=O)O)nn3)CC2)n1,-9,0.1,-2,-1,-1,3,-3,5
Cc1noc(C)c1NC(=O)N(C)C[C@H]1Oc2c(cccc2N(C)C)C(=O)N([C@H](C)CO)C[C@H]1C,-6,-0.1,-3,26,0,-8,-1,3
CC(C)CNc1ncnc2c1ncn2[C@H]1CN(Cc2ccncc2)C[C@@H](CO)O1,-7,0.1,1,.,0,-11,-1,2
COc1ccc(C#Cc2ccc3c(c2)[C@]2(C(=O)N3)[C@H](C(=O)N3CCN(c4ncccn4)CC3)[C@H]3C(=O)O[C@H](c4ccccc4)[C@H](c4ccccc4)N3[C@@H]2c2ccc(O)cc2)cc1,-15,.,-1,17,3,-7,.,-6
CCC1CCc2c(sc(NC(=O)c3ccco3)c2C(N)=O)C1 (stereo unspecified),6,.,.,3,0,.,60*,.
O=[N+]([O-])c1ccc2nc(SCc3cn4ccccc4n3)[nH]c2c1,.,.,3,-15,.,-14,.,4
CN(C(=O)COC(=O)Cn1cnc2ccccc21)C1CCCCC1,-16,-0.6,7,1,-2,-13,-4,-2
COc1ccc(N2CC(O)=C(c3nc(-c4ccc(Cl)cc4)cs3)C2=N)cc1,.,-1.4,0,1,.,-24,.,1
CCO[C@H]1OC(C(=O)NC2CC2)=C[C@@H](C)[C@@H]1CCCO,-4,-0.1,-2,-3,0,-3,-4,1
CS(=O)(=O)Nc1ccc(-c2ccc(/C=C3\SC(N)=NC3=O)o2)cc1,3,0.6,3,21,-3,-68,-2,-2
C[C@H](NC(=O)OC(C)(C)C)c1nnc(SCC(=O)Nc2ccc(Br)cc2)o1,2,.,.,5,0,.,6,.
Cc1ccccc1SCC(=O)NC1CCOC1=O (stereo unspecified),-3,.,.,-3,-6,.,2,.
C[C@H]1CN([C@@H](C)CO)S(=O)(=O)c2ccc(C#Cc3cccc(F)c3)cc2O[C@H]1CN(C)C,0,0.2,1,5,1,32,-4,4
Cc1cccc(-n2c(C)cc(/C=N/O)c2C)c1,6,.,-2,-8,6,-17,.,6
[N-]=[N+]=NC1c2ccccc2C(=O)N1Cc1ccccc1 (stereo unspecified),-1,.,3,-2,0,-8,-9,0
Cc1cccc(C)c1NC(=O)CSc1nc(N2CCOCC2)nc(N2CCOCC2)n1,-8,7.9,0,-6,-8,-3,-3,-2
O=C(CN1CCN(Cc2ccccc2)CC1)Nc1cccc(S(=O)(=O)N2CCCCCC2)c1,.,-0.6,1,.,.,-27,.,-2
CCCC(C)C(=O)Nc1ccc(C(N)=O)cc1 (stereo unspecified),0,-2.6,.,.,5,.,-6,.
O=C(CN1CCCCC1)NNC(=O)c1ccc([N+](=O)[O-])cc1,2,0.2,2,-4,-3,-23,-5,0
CC(C)NC(=O)c1ccccc1NS(=O)(=O)c1ccc(Br)s1,4,-0.4,3,3,1,-6,-1,6
CCOC(=O)[C@H]1[C@H]2COc3cc(OC)ccc3[C@@H]2N2C(=O)N(c3cccc(Cl)c3)C(=O)[C@@]12C,-5,.,.,-4,0,.,-13,.
C=CCn1cc(C(=O)OC)c(=O)c2cc(S(=O)(=O)N3CCCCCC3)ccc21,9,5.0,2,.,8,-6,0,15
C=CCNC(=S)Nc1sc2c(c1C(=O)OCC)CCN(C(=O)OCC)C2,-2,.,.,28,1,.,1,.
O=C(C[C@H]1CC[C@H]2[C@@H](COC[C@@H](O)CN2S(=O)(=O)c2ccccc2)O1)Nc1ccccc1,-1,0.1,1,2,1,-1,-3,0
N#CC1(C(N)=O)OC12CCS(=O)(=O)c1ccccc12 (stereo unspecified),.,-0.1,1,-4,.,9,.,-1
O=C(NCc1ccc(F)cc1)[C@H]1C[C@H]2C(=O)NCC(=O)N2[C@H]1c1ccc(O)cc1,-10,.,0,-2,0,-4,.,-3
Cc1cccc(-c2nnc(NC(=O)c3cccs3)s2)c1,-11,1.5,-2,-3,-2,-7,47*,0
Cc1ccccc1N1C(=O)c2ccccc2C1O (stereo unspecified),-3,-0.1,0,-4,4,-8,-5,-1
COC(=O)[C@]12CCCCC=C1N(Cc1ccccc1)C(=O)[C@H](CC(=O)NCCC(C)C)C2,.,0.1,-1,.,.,-14,.,6
CCN(CC)c1ccc(C(=C2C=CC(=[N+](CC)CC)C=C2)c2ccccc2)cc1,.,-0.4,3,23*,.,36,.,12
O=C(N[C@H]1CC[C@H](CCNS(=O)(=O)c2ccc(F)cc2)O[C@H]1CO)c1cnccn1,7,-0.7,1,-6,2,-17,1,6
COC(=O)C1CCN(C(=O)COC(=O)c2ccc(OC)c(S(=O)(=O)N3CCCc4ccccc43)c2)CC1,.,5.9,3,6,.,-4,.,2
O=C(CNCc1ccccc1)NC1C2CC3CC(C2)CC1C3 (stereo unspecified),9,.,1,-1,-5,3,11,2
COc1ccc2c(c1)NC1(O)c3ccccc3C(=O)C21O (stereo unspecified),-5,.,.,6,-5,.,1,.

Limited to RAD52 inh and RAD54 inh, for four of the compounds above:
mol	RAD52 inh	RAD54 inh
Cc1cccc(-c2nnc(NC(=O)c3cccs3)s2)c1	-7	-11
Cc1ccccc1N1C(=O)c2ccccc2C1O (stereo unspecified)	-8	-3
COC(=O)[C@]12CCCCC=C1N(Cc1ccccc1)C(=O)[C@H](CC(=O)NCCC(C)C)C2	-14	.
CCN(CC)c1ccc(C(=C2C=CC(=[N+](CC)CC)C=C2)c2ccccc2)cc1	36	.

One compound at a time (already shown). Screens in order: RAD54 inh, E-selectin induc, Casp6 inh, ARNT-TACC3 inh, PglD DTNB, RAD52 inh, esBAF inh, ERp5 inh
COC(=O)C1CCN(C(=O)COC(=O)c2ccc(OC)c(S(=O)(=O)N3CCCc4ccccc43)c2)CC1 in the list: ., 5.9, 3, 6, ., -4, ., 2
Cc1ccccc1N1C(=O)c2ccccc2C1O (stereo unspecified) in the list: -3, -0.1, 0, -4, 4, -8, -5, -1

(cont.)
mol,RAD54 inh,E-selectin induc,Casp6 inh,ARNT-TACC3 inh,PglD DTNB,RAD52 inh,esBAF inh,ERp5 inh
O=C(O)c1cnc(-c2ccccc2)nc1Oc1ccc(Cl)cc1,.,.,5,-1,.,-11,.,-6
COc1ccc(-c2nn(-c3ccccc3)cc2/C=C/C(=O)N2CCOCC2)cc1OC,.,.,4,6,.,-6,4,4
O=[N+]([O-])c1ccc(S(=O)(=O)c2ccccc2)nc1,-3,-0.2,7,-3,-2,-14,-20,4
O=C(NCC[C@H]1CC[C@@H](NS(=O)(=O)c2ccccc2F)[C@H](CO)O1)c1ccc(F)cc1,-3,-0.2,1,.,0,-12,-5,-3
COc1ccc2c3c(n(C)c2c1)[C@H](CO)N(C(=O)c1ccncc1)CC31CCN(CC2CC2)CC1,.,0.1,-1,.,.,6,.,0
COc1ccc(Br)cc1-c1noc(-c2ccncc2)n1,3,.,.,6,3,.,-6,.
COc1ccc(C(=O)Nc2ccccc2C(=O)Nc2ccncc2)cc1,13,-0.3,1,-15,1,-24,.,1
COCC(=O)N(C)C[C@@H]1Oc2cc(C3=CCCCC3)ccc2S(=O)(=O)N([C@H](C)CO)C[C@H]1C,1,0.0,-1,0,0,-1,-3,7
C[C@]12CC[C@@H]3c4ccc(O)cc4CC[C@H]3[C@@H]1CC[C@@H]2OC(=O)CCC1CCCC1,7,-2.3,-3,1,2,3,8,1
O=C1C(=O)c2ccccc2C(O)=C1c1ccccc1F,-1,8.2,0,-6,-1,-10,-2,-4
CC(=O)Nc1cncc(-c2cccc(S(C)(=O)=O)c2)n1,-7,-0.2,1,.,2,-4,-2,5
COc1ccc2c3c([nH]c2c1)[C@H](CO)N(C(=O)CC1CC1)CC31CCN(Cc2cccnc2)CC1,.,-0.3,0,.,.,2,.,-5
CCCSc1nc2c(c(=O)[nH]c(=O)n2C)n1Cc1ccc(C)cc1,-5,.,.,-3,3,.,1,.
